# High-throughput results as filed in PubChem.
# T cell HTS: T cell immune modulators affecting CD8 T cell-vesicle binding; calls only at 7 µM; actives 0.068% (n = 330,000); 2C CD8+ T cell-vesicle binding, flow cytometry; active compounds read low;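 active = response, share of CD8 T cells binding vesicles, and their 90th percentile fluorescence all below set limits, cut at about 80% in these data, passing the limit was not always enough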
#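 Material: murine 2C transgenic CD8+ T lymphocytes / Also added: QL9-peptide-loaded Drosophila micro-vesicles bearing Ld, ICAM-1 and B7-1 / Schedule: binding step 1.5 h, 37 °C, antibody labelling 20 min, ice / Signal: flow cytometry, PE anti-B7-1 (FL2) versus Alexa647 anti-CD8 (FL8), PFA-fixed / Evaluation: percent CD8+ FL2 mean versus row control / Benchmarks: naked versus QL9-loaded vesicles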
# Insulin prom up: MIN6 insulin promoter up-regulation; MIN6 insulin promoter-GFP reporter, high-content imaging; active compounds read high; AID 1625; z-score at 5 µM; actives 0.3% (n = 190,000);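 active = z-score above 3 at 5 µM with at least 500 cells counted in the well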
# Myeloid diff MLP: myeloid differentiation induction. ER-HoxA9 myeloid progenitors, lysozyme-GFP differentiation, flow cytometry. calls only at 10 µM. actives 1% (n = 360,000);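 active = normalized GFP-positive differentiation at or above the plate's own cutoff, the solvent-only control mean plus 3 SD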;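 also: cells exposed to compound for four days before flow analysis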
# Hep lipid drop: hepatic lipid droplet formation modulation | AML12 mouse hepatocytes, oleate lipid droplets, BODIPY imaging | actives 0.4% (n = 240,000) | inhibition, % at 6.5 µM;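 active = lipid droplet intensity inhibited by at least 50%, with more than 500 cells counted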
#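 Test system: AML12 mouse liver cells; schedule: overnight exposure; technique: high-content imaging of BODIPY-stained droplets and DAPI nuclei; read-out: % inhibition of corrected integrated BODIPY droplet signal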
# Dynein transport: dynein cargo transport inhibition; 3617.4 mouse cells, GR-EGFP nuclear translocation imaging; test concentration mostly 20 µM; stimulated with dexamethasone, 1 µM; active compounds read low; z-score, hits read low; actives 0.47% (n = 220,000); AID 1381;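 active = plate z-score of nuclear minus cytoplasmic receptor signal below a set negative limit, without overly bright fluorescence or cell loss, cut at about -3.5 in these data, passing the limit was not always enough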;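 also: z-score of nuclear minus cytoplasmic ring GR-EGFP intensity difference per well; some compounds called inactive have numbers as strong as hits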
#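 Buffer or medium: tetracycline-free induction medium containing charcoal-stripped FBS / Reagent: dexamethasone agonist, 1.0 µM final, for 30 min / Technique: automated 10x imaging of fixed Hoechst-stained cells / Times: induction 48 h, compound 1 h, agonist 30 min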
# PMI inhibitors: MPI enzyme activity inhibition – biochemical, fluorescence intensity, coupled assay, primary screen (AID 1209); actives 0.42% (n = 190,000); one-dose inhibition, % at 20 µM; IC50 in µM for titrated hits; purified PMI enzyme, coupled fluorescence intensity; higher % means a stronger effect; in the data active = inhibition above about 50%;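 also: plate controls were DMSO vehicle for no effect and wells lacking substrate for full effect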
# MT stabilize HCS: microtubule stabilization, imaging screen | % tubulin-high responders, % at 10 µM | AID 2205 | actives 0.83% (n = 200,000) | HeLa tubulin immunostaining HCS, 24 h; share of cells brighter than vehicle mean+2SD;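 active = plate Z-score above 3 for both tubulin-high and condensed-nucleus cell shares, with cell loss under 80%, at 10 µM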;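 also: anti alpha tubulin signal scored within the nucleus-defined area of each cell; some results filed as inactive read as strong as hits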
# bCat nuc transl: beta-catenin nuclear translocation modulation | HeLa beta-catenin nuclear translocation, immunofluorescence imaging | nuclear translocation activity, % at 5 µM | actives 0.3% (n = 190,000);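 active = nuclear translocation activity above 50% at 5 µM, with a well cell count of 50 or more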;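 also: per-cell ratio of nuclear to cytoplasmic median beta-catenin stain intensity; plate controls were DMSO negative control for no effect and GSK-3 inhibitor IX positive control for full effect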
#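 Read-out: Nuclear/cytoplasmic beta-catenin signal ratio, % activation | Assay system: Human HeLa cell line | Times: 24 h compound exposure at 37°C, 5% CO2 | Signal: Fluorescence imaging of beta-catenin antibody stain plus DAPI | Dosing: 5 µM primary, 0.02–20 µM confirmation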
# TNAP activation fold: human TNAP enzyme activators, primary screen, biochemical, luminescent, no phosphate acceptor, uHTS (AID 1001). purified TNAP, luminescent activation assay, no phosphate acceptor; higher activation fold means a stronger effect. actives 0.03% (n = 200,000). activation fold at 20 µM; hits with a dose series show EC50 in µM; in the data active = activation fold from about 3, or a potency from the dose series; inactive = the rest, 99 in 100 with activation fold below about 1.6; also: many of its hits are not listed in these tables
# Dynein transport cytoplasmic EGFP: also measured in Dynein transport; calls as there; z-score; measured here: cytoplasmic GR-EGFP intensity; active compounds read high
# Dynein transport nuclear GR-EGFP: second read-out of Dynein transport, no call of its own (marks repeat the call); z-score; measured here: nuclear GR-EGFP intensity;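 lower value marks the stronger effect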
# Dynein transport cell count: also measured in Dynein transport; calls as there; z-score; measured here: cell count per field
# Insulin prom up cell count: also measured in Insulin prom up; calls as there; cell count; measured here: cytotoxicity, nuclei count;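 total cells summed across four imaged fields per well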
# Hep lipid drop cells 6.5 µM: recorded beside Hep lipid drop, whose call it bears; cell count; measured here: cell count, cytotoxicity flag;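 cells counted across two imaged fields per well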
# bCat nuc transl cell count 5 µM: also measured in bCat nuc transl; calls as there; cell count; measured here: cell count, cytotoxicity flag
# T cell HTS vesicle-bound %: also measured in T cell HTS; calls as there; double positive events, %; measured here: CD8+ vesicle-bound cell fraction;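 binding gate set so that unloaded-vesicle control wells show 10% double positive cells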
# MT stabilize HCS Hoechst-high %: second read-out of MT stabilize HCS, no call of its own (marks repeat the call); % Hoechst-high responders; measured here: nuclear condensation Hoechst responders;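 share of cells brighter than vehicle mean plus two SD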
# MT stabilize HCS cytotoxicity %: recorded beside MT stabilize HCS, whose call it bears; toxicity, %; measured here: cytotoxicity by cell density;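 0% = mean cell density of plate MIN control wells and 100% = no cells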
# Myeloid diff MLP GFP+ MAC1+ %: recorded beside Myeloid diff MLP, whose call it bears; GFP+ MAC1+ double positive, %; measured here: differentiation confirmed by MAC1 staining
# Starred values were filed as active, the others as inactive; i = inactive; / = no result given.
SMILES,T cell HTS,T cell HTS vesicle-bound %,Insulin prom up,Insulin prom up cell count,Myeloid diff MLP,Myeloid diff MLP GFP+ MAC1+ %,Hep lipid drop,Hep lipid drop cells 6.5 µM,Dynein transport,Dynein transport cytoplasmic EGFP,Dynein transport nuclear GR-EGFP,Dynein transport cell count,PMI inhibitors,MT stabilize HCS,MT stabilize HCS Hoechst-high %,MT stabilize HCS cytotoxicity %,bCat nuc transl,bCat nuc transl cell count 5 µM,TNAP activation fold
Nc1ccccc1N=Cc1c(O)n(CCC2=CCCCC2)c(=O)[nH]c1=O,i,18,0.24,1189,i,1.2,/,/,-0.048,-0.087,0.021,-0.63,17%,1.3,1.8,13,0.1,1139,1.5
CS(=O)(=O)Nc1ccc(Cc2noc(-c3ccc4[nH]cc(CCN)c4c3)n2)cc1,i,28,0.7,1518,/,/,-20,707,/,/,/,/,8%,/,/,/,-0.6,1133,1.1
CC(C(N)=O)N1CC(c2ccc(Cl)cc2)CC1=O (configuration not stated),i,15,1.1,1210,i,3.0,/,/,-1.1,-0.37,-0.52,0.46,0%,1.7,1.1,4.8,-5.0,1154,1.2
CCC(C)(C)n1nnnc1CN1CCC(n2c(C)nc3cc(C(F)(F)F)ccc32)CC1,i,25,-0.04,1071,i,1.8,-5,747,1.1,-0.2,0.56,0.12,-5%,5.7,1.6,7.1,-1.4,1222,1
Cc1ccc(-c2nc(N3CCOCC3)s[n+]2-c2ccccc2)cc1,i,35,0.82,1365,i,1.6,25,740,-0.87,-0.29,-0.72,1,45%,2.4,3.5,1.8,-2.3,523,1
Cc1cccc(NC(=O)CSc2nnc([C@@H](N)Cc3c[nH]c4ccccc34)o2)c1C,i,51,-0.63,1408,i,0.8,/,/,-0.62,-0.21,-0.043,0.36,1%,5.7,2.6,5.8,/,/,1.4
N/C(=N\[N+](=O)[O-])N/N=C/c1ccc(O)cc1,i,26,/,/,i,4.1,/,/,-0.58,-0.23,-0.4,0.83,3%,4.9,3.1,6.9,/,/,1.1
O=C1Nc2ccccc2Sc2ccccc21,i,41,-0.47,1411,i,0.0,-14,651,1.6,-0.25,0.3,-1.1,-3%,3.2,1.2,13,0.3,1565,1
O=C1NC(=O)C(CCc2ccncc2)(CCc2ccncc2)C(=O)N1Cc1ccccc1,i,51,-0.91,1450,i,0.7,-2,738,0.39,0.2,0.87,-0.31,6%,1.5,2.0,4.4,0.6,1482,1
CCOC(=O)C1(Cc2ccc(Cl)cc2)CCN(C(C)CCn2cccn2)CC1 (configuration not stated),i,10,-0.75,1330,i,0.2,-4,673,2.7,0.095,1.7,-1.9,12%,3.0,1.6,5.0,-1.7,1178,1.1
NCC1(CC(=O)O)CCCCC1,i,20,/,/,/,/,1,729,-0.61,-0.21,-0.12,0.93,8%,2.7,2.2,6.4,-1.2,603,1
O=C(CCn1c(=O)oc2ccccc21)N1CCC2(CC1)OCCO2,i,35,-0.77,1360,i,0.2,/,/,-0.67,-0.26,-0.44,1.2,-6%,5.0,2.4,7.8,0.2,844,1.1

# Just MT stabilize HCS Hoechst-high %, for some of the entries so far:
Structure,MT stabilize HCS Hoechst-high %
Cc1ccc(-c2nc(N3CCOCC3)s[n+]2-c2ccccc2)cc1,3.5
O=C1Nc2ccccc2Sc2ccccc21,1.2

# (cont.)
SMILES,T cell HTS,T cell HTS vesicle-bound %,Insulin prom up,Insulin prom up cell count,Myeloid diff MLP,Myeloid diff MLP GFP+ MAC1+ %,Hep lipid drop,Hep lipid drop cells 6.5 µM,Dynein transport,Dynein transport cytoplasmic EGFP,Dynein transport nuclear GR-EGFP,Dynein transport cell count,PMI inhibitors,MT stabilize HCS,MT stabilize HCS Hoechst-high %,MT stabilize HCS cytotoxicity %,bCat nuc transl,bCat nuc transl cell count 5 µM,TNAP activation fold
O=C(N/N=C/c1c(O)n(Cc2ccc(F)cc2)c(=O)[nH]c1=O)c1ccccc1O,i,48,-0.32,1421,i,0.6,3,700,-0.11,-0.18,0.099,-0.59,16%,14*,27*,40*,5.8,1002,0.9
FC(F)(F)/C(=N\P(=S)(N1CCOCC1)N1CCOCC1)N1CCOCC1,i,36,-0.03,1241,i,0.8,-7,723,-0.48,-0.25,-0.22,-0.5,5%,2.3,2.3,8.8,-5.8,1123,1.1
CC(=NCCCO)c1c(O)[nH]c(=O)[nH]c1=O,i,27,0.28,1394,i,0.2,4,727,0.29,-0.22,0.12,-0.18,/,/,/,/,-4.9,1221,/
O=C(Nc1c(F)cc(F)cc1F)c1cccn(Cc2ccccc2)c1=O,i,59,-0.3,1242,i,0.2,-10,748,-0.22,-0.28,0.22,0.53,7%,7.5,2.3,6.7,-1.3,1062,1.1
C=CCOC(=O)C1=C(C)OC(N)=C(C(=O)OCC)C12C(=O)N(CC(N)=O)c1ccccc12 (configuration not stated),i,22,1.2,1410,i,1.5,/,/,0.12,-0.071,0.37,-0.41,-3%,10,2.2,5.9,-0.3,1401,1
CCCCn1c(O)c(C(CC)=NCc2cc(OC)cc(OC)c2)c(=O)[nH]c1=O,i,11,-0.12,1375,i,7.4,/,/,-0.75,-0.45,-0.2,0.95,12%,3.7,2.4,7.5,-1.8,1449,1
OC(CCNCCc1c[nH]c2ccccc12)C(F)(F)Cl (configuration not stated),i,21,/,/,i,0.5,11,697,-0.33,-0.21,-0.76,0.57,4%,3.8,2.2,1.1,-1.1,1134,1
CCCC[N+]12CCC(CC1)C(=C(c1ccccc1)c1ccccc1)C2,i,44,-0.61,1285,i,0.5,-14,515,0.92,-0.25,0.27,-0.25,30%,5.5,2.5,1.4,-0.8,1135,1.1
CCOP(=S)(OCC)Oc1cc(C)oc(=O)c1Cl,i,32,-0.42,1311,i,0.3,4,682,0.31,-0.18,0.14,0.039,/,/,/,/,3.4,972,/
Nc1nonc1C(=O)N/N=C/c1ccc([N+](=O)[O-])o1,i,59,/,/,i,0.7,0,695,-2.6,0.11,-1.3,0.46,-28%,2.3,2.6,4.6,-0.8,934,0.9
Cc1ccc2c(c1)C1CN(C)CCC1N2C(=O)c1ccc(Br)o1 (configuration not stated),i,22,1.3,899,i,0.6,-14,810,-0.28,-0.23,-0.12,0.92,6%,2.4,1.7,7.3,/,/,1
Cc1ccc(Cn2c(C)c3cnn(CC(=O)N4CCC5(CC4)OCCO5)c(=O)c3c2C)cc1,i,32,0.49,780,i,1.0,-2,717,-0.52,-0.2,-0.051,0.4,2%,8.3,7.2,6.4,-1.0,1226,1
CCCCn1c(O)c(C(C)=NCCN2CCCCC2)c(=O)[nH]c1=O,i,41,0.09,1219,i,0.8,/,/,0.21,-0.28,-0.084,-0.35,-5%,4.7,2.3,2.2,-7.8,983,1.1
CC(=O)Nc1ccc(OC(=O)N(C)c2ccccc2)cc1,i,61,1.6,1200,i,0.9,-1,739,0.49,-0.017,0.64,-0.23,9%,5.1,1.2,0.3,0.5,1165,1
O=C(CSC1c2ccccc2-c2ccccc21)N/N=C/c1ccc(C(=O)O)cc1,i,37,0.37,1227,i,0.2,-1,678,-1,-0.25,-0.45,0.98,-15%,2.5,2.0,2.2,0.9,986,1.1
CC(=O)c1cc(C(C)=O)c(C)[n+](C)c1C,i,51,0.16,1445,i,0.6,-1,775,0.62,-0.23,0.25,0.75,/,/,/,/,-2.5,1163,/
Clc1ccc2nc3c(c(-c4ccccc4)c2c1)CNCC3,i,48,/,/,i,0.9,22,560,-0.22,0.53,0.98,-1.3,7%,3.1,2.0,0.9,-0.3,856,1.2
CP(=O)(Nc1ccccc1)C(Cl)(Cl)Cl (configuration not stated),i,45,-0.31,1155,i,0.5,1,696,1.2,-0.35,0.89,-0.29,-8%,3.6,1.8,8.3,-1.8,1055,1.1
O=c1[nH]c(=O)n(CCC2=CCCCC2)c(O)c1/C=N/N1CCOCC1,i,43,-0.33,1069,i,0.1,-7,666,-0.071,0.021,-0.034,0.7,/,/,/,/,0.0,1300,/
N#Cc1cc2c(nc1SCC(=O)Nc1ccc(Cl)cc1)C1CCN2CC1,i,47,0.83,1229,i,2.4,/,/,-0.34,-0.031,0.092,0.57,3%,3.6,3.8,6.6,-1.3,1153,1.2
Cc1ccsc1C(=O)C1CCCN(CCO)C1 (configuration not stated),i,50,-0.01,1274,i,0.1,-2,758,-0.24,-0.19,-0.0096,0.27,13%,1.8,1.2,2.0,-3.3,1144,1
COc1cccc(OCC(=O)N2CCN(C)CC2)c1,i,34,1.1,1097,i,2.1,/,/,-0.19,-0.12,0.22,-0.048,2%,2.6,2.2,0.7,-3.7,969,1.1

# Looked up above:
# CP(=O)(Nc1ccccc1)C(Cl)(Cl)Cl (configuration not stated) in T cell HTS vesicle-bound % reads 45
# CC(=O)Nc1ccc(OC(=O)N(C)c2ccccc2)cc1 in MT stabilize HCS Hoechst-high % reads 1.2

# An excerpt; the hit share may differ from the screen's.
